aSyn rescue: alpha-synuclein toxicity inhibition in yeast | Yeast expressing alpha-synuclein, growth rescue, BacTiter-Glo, 24 h | Potency, µM (top dose mostly 46.1 µM), inactives show top-dose growth rescue (activation), actives largely listed as activators | 370,000 tested, 0.14% active | AID 652106; further: potency means the concentration at half of the fitted maximal effect; % of control where 0% means no effect; nearly all actives have a fitted effect of over 65% in size
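Galactose-induced alpha-syn yeast (OD600=0.02, raffinose-pregrown) + pinned cpd, 24 hr, 30 deg C; growth by BacTiter-Glo luminescence. Growth restoration scores as activation.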
D3 antag: antagonists of human D3 dopamine receptor | D3R cells, DiscoveRx beta-arrestin luminescence, antagonist mode; active compounds read low | max response, negative = inhibition, % | 360,000 tested, 2.5% active | AID 652054; in the data active means max response below about -50%; inconclusive means no clear call, values can overlap the other calls; further: on the % scale 0 is the no-effect control and ±100 the full control effect; mostly tested at two doses, the higher about 12 µM
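Cells plated overnight at 1500 cells/well, then exposed to library compounds with dopamine controls for 90 minutes at 37 degrees C. DiscoveRx reagent added for 30–60 minutes at room temperature; luminescence read, quantitative HTS format.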
Abeta rescue: A-beta toxicity reversal in yeast; yeast expressing A-beta42, growth rescue, OD600, 48 h; response scale: 0% DMSO, 100% iron-clioquinol control; Potency, µM (titrated, usually from 46.1 µM), inactives show at the highest dose growth rescue, most hits filed as activators; 410,000 tested, 0.063% active; AID 1347071; further: potency means the concentration at half of the fitted maximal effect; nearly all actives have a fitted effect of over 55% in size
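Growth rescue measured by 600 nm absorbance after 48 h yeast culture at 30 C with compound. Values normalized between DMSO and an equimolar ferric chloride plus clioquinol control.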
EPAC2 ag: EPAC2 (human) agonism; Potency, µM (doses to about 154 µM), for the others: top-dose activation, usual class: activators; EPAC2 activation, biochemical qHTS; response scale: 100% = 6.5 mM cAMP response; 360,000 tested, 0.079% active; Q8WZA2; further: potency means the concentration at half of the fitted maximal effect; nearly all actives have a fitted effect of over 50% in size
Target sequence (Q8WZA2 whole entry, looked up): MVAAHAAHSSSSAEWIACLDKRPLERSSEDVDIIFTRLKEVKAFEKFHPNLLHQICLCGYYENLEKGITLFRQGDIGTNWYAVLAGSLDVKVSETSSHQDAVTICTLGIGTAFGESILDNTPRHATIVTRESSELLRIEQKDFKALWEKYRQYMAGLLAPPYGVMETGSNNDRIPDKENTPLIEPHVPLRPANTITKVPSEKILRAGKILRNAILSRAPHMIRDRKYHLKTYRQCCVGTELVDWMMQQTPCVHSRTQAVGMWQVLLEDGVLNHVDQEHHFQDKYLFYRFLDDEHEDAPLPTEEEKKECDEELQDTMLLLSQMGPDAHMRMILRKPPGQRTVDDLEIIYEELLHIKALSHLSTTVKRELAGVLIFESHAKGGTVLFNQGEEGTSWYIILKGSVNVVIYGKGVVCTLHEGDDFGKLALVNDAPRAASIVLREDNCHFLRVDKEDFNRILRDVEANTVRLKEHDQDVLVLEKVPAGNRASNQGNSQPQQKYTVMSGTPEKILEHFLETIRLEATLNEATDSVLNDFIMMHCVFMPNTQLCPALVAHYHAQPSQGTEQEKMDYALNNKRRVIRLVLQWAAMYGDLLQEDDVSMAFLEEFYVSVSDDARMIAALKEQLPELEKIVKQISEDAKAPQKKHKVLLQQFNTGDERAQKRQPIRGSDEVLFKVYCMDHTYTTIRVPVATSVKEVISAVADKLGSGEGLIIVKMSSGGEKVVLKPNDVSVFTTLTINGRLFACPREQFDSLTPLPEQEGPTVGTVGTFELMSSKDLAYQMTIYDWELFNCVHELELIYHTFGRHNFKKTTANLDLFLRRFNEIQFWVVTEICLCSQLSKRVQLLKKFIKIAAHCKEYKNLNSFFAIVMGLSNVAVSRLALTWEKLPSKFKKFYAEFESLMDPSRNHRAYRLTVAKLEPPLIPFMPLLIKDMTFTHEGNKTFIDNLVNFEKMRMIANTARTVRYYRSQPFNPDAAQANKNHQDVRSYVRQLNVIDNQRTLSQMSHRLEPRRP
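Compounds were titrated in qHTS against a Rap1B-BODIPY-GDP (250 nM) complex with EPAC2 (100 nM) and GDP (50 uM). BODIPY-GDP release tracked at 480/540 nm over 30 min at room temperature, normalized to 6.5 mM cAMP.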
FUS suppressor: FUS proteinopathy suppression in yeast; S. cerevisiae FUS-expressing, growth rescue, OD600, 24 h; 390,000 tested, 0.24% active; Potency, µM (highest dose often 76.6 µM), for inactives: top-dose growth rescue (activation), usual class: activators;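 further: potency means the concentration at half of the fitted maximal effect; plate controls were DMSO vehicle for no effect and reference control for full effect; nearly all actives have a fitted effect of over 55% in size; some results filed as inactive show a strong effect at the top dose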
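Read-out: OD at 600 nm after 24hr at 30C, reporting rescue of FUS-induced yeast toxicity. Cells at OD 0.005 in galactose (2%) minimal medium; compounds tested in a dilution series; CP55940 titration from 92uM final as control.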
EPAC2 antag: antagonists of human EPAC2; Q8WZA2; EPAC2 GEF exchange of Rap1B-BODIPY-GDP, fluorescence; Potency, µM (doses to about 114 µM), inactives show top-dose activity, negative = inhibition, most hits filed as inhibitors; 360,000 tested, 0.18% active; AID 720708; further: potency means the concentration at half of the fitted maximal effect; on the % scale 0 is the no-effect control and ±100 the full control effect; nearly all actives have a fitted effect of over 45% in size; many of its hits are not listed in these tables
D3 ag: D3 dopamine receptor (human) agonism. P35462. D3R DiscoveRx beta-arrestin cells, luminescence, 90 min. max activation, %. 410,000 tested, 0.58% active. AID 652048; in the data active means max activation above about 30%; further: 0% is about no effect; mostly tested at two doses, the higher about 12 µM
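Agonist-mode cell screen: cells plated at 1500/well and incubated overnight at 37 °C, then exposed to library compounds for 90 min at 37 °C. Detection reagent was added for 30–60 min at room temperature, and luminescence was read.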
TDP-43 yeast inh: TDP-43 toxicity inhibition in yeast. TDP-43 expressing yeast growth rescue, BacTiter-Glo, 24 h. Potency, µM (series often up to 46.1 µM), for inactives: at the top dose growth rescue (activation), hits mostly activators. 410,000 tested, 1.8% active. AID 652104; further: potency means the concentration at half of the fitted maximal effect; % of control where 0% means no effect; nearly all actives have a fitted effect of over 50% in size
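Luminescence from BacTiter-Glo reports growth of TDP-43-expressing yeast after 24 hr at 30 deg C with compound. Cells were raffinose-pregrown to mid-log, then seeded in galactose medium at OD600=0.02.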
The depositor's hits bear a star; u = inconclusive; x = not tested or not shown; [ ] = dose if it differs, or a comment. Unless noted, the call rests on the fitted dose curve; in most records, active means well fitted curve in the direction sought with a large enough effect; inconclusive means small, poorly fitted or top-dose-only effect, or another doubt; inactive means no such curve, though single readings can be large; an effect the other way counts as inactive or inconclusive. Only part of the results is shown, so the mix of outcomes need not match the whole.

SMILES	aSyn rescue	D3 antag	Abeta rescue	EPAC2 ag	FUS suppressor	EPAC2 antag	D3 ag	TDP-43 yeast inh
COc1ccc(C2(CNC(=O)c3cccs3)CCOCC2)cc1	-4%	4	-14%	5%	4%	2%	-9	18%
O=C(NC1CCCc2ccccc21)C1CCN(S(=O)(=O)c2cnc[nH]2)CC1 (stereo unspecified)	-2%	17	-12%	3%	20%	7%	-12	-11%
CC1(C(=O)N2Cc3ccccc3C2)CCN1C(=O)C1(c2ccc(Cl)cc2)CC1 (stereo unspecified)	-2%	u	-2%	11%	16%	-8%	-9	u
O=C(O)/C=C1\CCCc2ccccc2C1O (stereo unspecified)	-2%	30	-6%	6%	-13%	6%	13	0%
Cc1cc(NC(=O)CSC2=NS(=O)(=O)c3cc(F)ccc3N2)no1	-3%	-9	-3%	9%	12%	-2%	1	-25%
O=[N+]([O-])c1cccc(S(=O)(=O)Nc2ccccn2)c1	2%	2	10%	3%	-43%	-8%	0	6%
COc1cc(OC)cc(-c2nc3ccccc3c(=O)n2OC(=O)c2ccc(Br)cc2)c1	1%	-21	-41%[inhibitor]	7%	29%	u	-5	-62%[inhibitor]
COCCCn1c(SCC(=O)N2CCOCC2)nc2ccccc2c1=O	6%	8	-5%	4%	4%	4%	17	-10%
CC(C)Oc1ccc(C(CC(=O)NCCCN(C)C)c2ccc(F)cc2)cc1 (stereo unspecified)	1%	-13	1%	6%	1%	0%	-6	8%
O=C(Nc1ccc(F)c(Cl)c1)c1cc(C2CCCN(C(=O)c3cccs3)C2)on1 (stereo unspecified)	0%	2	-16%	12%	44%	11%	5	22µM*
Cc1[nH]c(=O)[nH]c(=O)c1S(=O)(=O)Nc1ccc(F)c(Cl)c1	-5%	2	7%	5%	-7%	1%	3	18%
COCCCNC(=O)c1ccc(NC(=O)N2CCCCc3ccccc32)cc1	x	x	6%	x	-8%	x	3	20%
CCCN1CCN(CC(=O)Nc2cc(OCC)ccc2OCC)CC1	7%	0	0%	-7%	-2%	2%	-1	15%
Cc1ccc(N(Cc2cc3cccc(C)c3[nH]c2=O)S(=O)(=O)c2ccccc2)c(C)c1	-2%	16	11%	15%	-2%	6%	1	8%
COc1cccc(C(=O)Nc2ccc3c(cc2=O)[C@@H](NC(C)=O)CCc2cc(OC)c(OC)c(OC)c2-3)c1	3%	53	10%	12%	u	-15%	12	2%
CCc1nc2c(OCC(=O)N3CCOCC3)cccn2c1N(C=O)Cc1ccccc1	3%	-15	-12%	9%	-2%	6%	-5	2%
CC(=O)Nc1ccc(-c2ccnc3c2CC(C)(C(=O)NC(C)C)O3)cc1 (stereo unspecified)	-1%	0	-18%	12%	0%	4%	7	-6%
COCC(=O)NCCc1nc(-c2ccccc2)cs1	-9%	0	-3%	10%	-17%	13%	7	1%
CC(C)c1ccc(OCC(=O)NCCS(=O)(=O)N2CCN(c3ccc(F)cc3)CC2)cc1	x	x	-4%	x	-8%	x	6	22%
C/C(=N\OC(=O)NC(C)C)c1sc(-c2ccc(Cl)cc2)nc1C	-3%	3	-3%	19%	8%	-3%	0	25%
CCN(C(=O)COC(=O)c1ccc(C=O)cc1)c1c(N)n(Cc2ccccc2)c(=O)[nH]c1=O	0%	29	0%	2%	4%	-10%	3	12%
CCCc1cc(N2CCN(C(=O)c3ccco3)CC2)n2c(nc3ccccc32)c1C#N	-7%	20	-7%	-4%	32%	1%	-1	-1%
CCOc1ccc(NC(=O)CCC(=O)NNC(=O)COc2ccccc2C)cc1	2%	12	-8%	2%	2%	4%	1	-22%
COCCN(CCOC)S(=O)(=O)c1ccc(C(=O)Nc2c(C)n(C)n(-c3ccccc3)c2=O)cc1	-2%	4	-5%	-3%	14%	-10%	15	-2%
COCCOC(=O)C1=C(C)Nc2ncnn2C1c1ccccc1 (stereo unspecified)	-1%	13	0%	6%	13%	7%	-1	-11%

Quoted from the listing:
CCCN1CCN(CC(=O)Nc2cc(OCC)ccc2OCC)CC1 in D3 ag is listed with -1
CCc1nc2c(OCC(=O)N3CCOCC3)cccn2c1N(C=O)Cc1ccccc1 in Abeta rescue is listed with -12%
COCCN(CCOC)S(=O)(=O)c1ccc(C(=O)Nc2c(C)n(C)n(-c3ccccc3)c2=O)cc1 in FUS suppressor is listed with 14%
Cc1ccc(N(Cc2cc3cccc(C)c3[nH]c2=O)S(=O)(=O)c2ccccc2)c(C)c1 in D3 antag is listed with 16
COCCCn1c(SCC(=O)N2CCOCC2)nc2ccccc2c1=O in FUS suppressor is listed with 4%

The results go on.
SMILES	aSyn rescue	D3 antag	Abeta rescue	EPAC2 ag	FUS suppressor	EPAC2 antag	D3 ag	TDP-43 yeast inh
CCOCCCNC(=O)CCc1ccc(-n2cnc3cccnc32)cc1	3%	1	-15%	11%	0%	1%	3	-9%
CCc1ccc(NC(=O)CC2C(=O)N(c3ccc(OC)cc3)C(=O)N2Cc2cccs2)cc1 (stereo unspecified)	x	x	-6%	x	7%	x	26	10%
Cc1cccc2cc(-c3nc4c(C)cccn4c3NCc3ccco3)c(=O)[nH]c12	3%	21	-5%	-6%	-3%	11%	4	1%
CCOC(=O)N1CCN(Cc2nnc(-c3ccccc3C)o2)CC1	-5%	0	-12%	0%	19%	-5%	-21	-16%
COc1ccc(-c2c(C)nn3c(-c4ccccc4)cc(-c4ccccc4)nc23)cc1	x	x	-24%	x	-13%	x	-32	-9%
COc1cccc(OC)c1C(=O)Nc1ccc2c(c1)n(C)c(=O)n2C	-1%	10	3%	0%	-12%	13%	-3	-3%
O=C(c1ccc2ccccc2c1O)N1CCCCC1	0%	21	-6%	5%	-11%	-8%	7	u
CC1CCCCN1CC(=O)Nc1cc(S(=O)(=O)N2CCOCC2)ccc1N1CCCC1 (stereo unspecified)	8%	5	-8%	5%	2%	17%	4	19%
Cc1cc(C)nc(/N=C(\N)C2=C(O)CC(C)(C)CC2=O)n1	7%	-28	-11%	-18%	7%	4%	2	0%
CC(=O)Nc1ccc(NC(=O)CSc2nc(=O)n3cccc(C)c3n2)cc1	-3%	0	9%	-13%	12%	12%	1	9%
c1ccc(OCc2nnc3sc(-c4cccs4)nn23)cc1	-20%	9	-23%	2%	-17%	-4%	0	0%
CN1CCC(=O)N([C@H](CSc2ccccc2)c2ccccc2)CC1	0%	u	-5%	18%	-16%	-1%	-39	-4%
Cn1c(SCC(=O)Nc2ccc3c(c2)OCCO3)nnc1-c1ccncc1	2%	0	4%	10%	10%	-1%	11	-3%
CCCCn1c(SCC(=O)Nc2cc(C)on2)nnc1-c1ccncc1	-1%	-1	1%	10%	-3%	-9%	-1	-13%
COc1ccc(N2CCN(CC(=O)Nc3ccc(C)cc3Br)CC2)cc1	-4%	0	-15%	13%	2%	6%	-4	-9%
O=C(Nc1ccccc1)Nc1nnc(/C=C/c2ccccc2Cl)s1	0%	0	-20%	-18%	x	-1%	6	19%
CCc1ccc2nc(N(CCN(C)C)C(=O)c3ccc4ncsc4c3)sc2c1	0%	-27	20%	15%	24%	-6%	-8	-1%
CSc1cccc(CN2CCC(CO)(Cc3cccc(C(F)(F)F)c3)CC2)c1	18%	u	-8%	5%	-5%	-13%	-18	3%
O=C(NC1CC1)C1CCN(c2ccc(S(=O)(=O)N3CCOCC3)cc2)CC1	-3%	-13	-21%	-3%	1%	14%	-27	0%
CC1CCCN(c2ccc(C(=O)NCCc3ccccc3)cn2)C1 (stereo unspecified)	0%	u	-10%	1%	1%	-6%	-14	4%
COc1ccc(C2NC(=S)NC(C)=C2C(=O)c2ccccc2)cc1OC (stereo unspecified)	-2%	-2	-11%	-7%	x	1%	6	9%
Cc1sc(-c2c(C#N)c(N)nc3c2CCCCCC3)cc1[N+](=O)[O-]	7%	4	-4%	4%	37%	4%	9	7%
O=C(c1ccoc1)N1CCCC(N2CCN(c3ccc(F)cc3)CC2)C1 (stereo unspecified)	-1%	-3	1%	-2%	6%	11%	9	4%
C(=N\N=C\c1ccncc1)/c1ccncc1	1%	13	11%	5%	-11%	6%	-2	4%
Cc1[nH]c(=O)[nH]c(=O)c1S(=O)(=O)Nc1ccc(F)c([N+](=O)[O-])c1	-5%	1	7%	8%	10%	3%	-1	3%

Compound profiles (already shown). Order of values: aSyn rescue, D3 antag, Abeta rescue, EPAC2 ag, FUS suppressor, EPAC2 antag, D3 ag, TDP-43 yeast inh
Entry for `CCOCCCNC(=O)CCc1ccc(-n2cnc3cccnc32)cc1` : 3%, 1, -15%, 11%, 0%, 1%, 3, -9%
Entry for `CN1CCC(=O)N([C@H](CSc2ccccc2)c2ccccc2)CC1` : 0%, u, -5%, 18%, -16%, -1%, -39, -4%

Going on with the list.
SMILES	aSyn rescue	D3 antag	Abeta rescue	EPAC2 ag	FUS suppressor	EPAC2 antag	D3 ag	TDP-43 yeast inh
COc1ccc(C(=O)Nc2nc3c(s2)CCCC3)cc1S(=O)(=O)N1CCCc2ccccc21	6%	-7	20%	2%	17%	7%	6	9%
CC(=O)N(c1ccccc1)c1nc(C)cc(C)c1C#N	2%	-3	21%	-2%	11%	0%	-2	4%
COc1cc(OC)cc(C(=O)Nc2cc(NC(=O)c3ccco3)ccc2OC)c1	-8%	11	-10%	3%	17%	7%	-9	-3%
O=C(O)c1ccc(N/C(=N\S(=O)(=O)c2ccc(Cl)cc2)c2ccccc2)cc1	26%	-6	6%	6%	-4%	4%	1	-17%
CC1CCCC(C)N1C(=O)CSc1nc2ccccc2c(=O)[nH]1 (stereo unspecified)	1%	5	1%	-3%	-1%	0%	9	8%
O=C(NNC(=O)c1ccccc1OCc1ccc(F)cc1)c1ccncc1	-4%	14	5%	-5%	1%	-1%	-18	-2%
CCCCCc1ccc(S(=O)(=O)Nc2cc(C)ccn2)cc1	1%	13	-3%	6%	-2%	11%	28	-17%
Fc1ccc(-c2nnc(CN3CCC(c4nc5ccccc5s4)CC3)o2)cc1	11%	u	-2%	7%	18%	5%	-4	u
Cc1ccc(F)cc1C(=O)N1CCC1(C)C(=O)O (stereo unspecified)	-14%	-5	4%	7%	-20%	5%	-9	21%
CCN(CC(=O)Nc1cccc(OC)c1)C(=O)C1CC(=O)N(Cc2ccccc2Cl)C1 (stereo unspecified)	0%	-15	-5%	4%	-5%	1%	-3	-6%
CCOC(=O)c1c(C)[nH]c(C)c1S(=O)(=O)NCC(=O)NCc1ccccc1C	x	x	-15%	x	-26%	x	-17	-5%
CCOc1ccc(NC(=O)CCN2C(=O)C3CCCCC3C2=O)cc1OCC (stereo unspecified)	-4%	5	4%	-4%	-4%	6%	-6	-5%
O=C(Nc1sc2c(c1C(=O)O)CCCC2)c1cccs1	x	-5	-95%[inhibitor]	7%	11%	-6%	-5	-84%[inhibitor]
